TRHR enhancer: TRH receptor (human) allosteric enhancement; P34981; TRHR cells, fluo-8 calcium fluorescence, EC20 TRH enhancement; enhancement, % at 2 µM; 360,000 tested, 0.66% active; AID 493056; in the data active = enhancement above about 30%; also: 0% is about no effect
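TRHR-expressing cells loaded with fluo-8 calcium dye were read kinetically (ex 480/em 530) during compound addition, then stimulated with an EC20 of TRH (10 nM final). Enhancement of the Gq-mediated intracellular calcium response was scored.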
D1 potentiator: potentiators of human D1 dopamine receptor; 360,000 tested, 0.036% active; potentiation, % at 10 µM; HEK293 TREx D1 cells, calcium flux, dopamine EC20 potentiation; AID 504651; in the data active = potentiation above about 30%; also: 0% is about no effect
Target sequence (P21728 whole entry, looked up): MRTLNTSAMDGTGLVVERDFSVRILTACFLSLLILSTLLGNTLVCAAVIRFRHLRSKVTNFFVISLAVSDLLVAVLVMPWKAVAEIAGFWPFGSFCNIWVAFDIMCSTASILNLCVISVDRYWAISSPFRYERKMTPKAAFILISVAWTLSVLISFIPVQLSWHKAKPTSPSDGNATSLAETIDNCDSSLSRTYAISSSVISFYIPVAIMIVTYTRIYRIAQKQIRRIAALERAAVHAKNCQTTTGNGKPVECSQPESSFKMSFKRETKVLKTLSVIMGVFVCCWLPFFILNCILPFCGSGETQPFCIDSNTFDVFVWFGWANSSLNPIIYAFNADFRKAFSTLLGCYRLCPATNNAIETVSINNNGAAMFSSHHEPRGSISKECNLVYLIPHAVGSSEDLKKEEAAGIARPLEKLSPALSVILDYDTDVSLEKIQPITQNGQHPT
TRHR ag: agonists of human TRH receptor; P34981; TRHR cells, calcium flux fluo-8, FDSS agonist mode; activation, % at 2 µM; 360,000 tested, 0.18% active; AID 493084; also: 0% is about no effect
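Read-out: compound-evoked intracellular calcium rise in TRHR cells, fluo-8 dye, kinetic FDSS fluorescence at 1 s/cycle following a 10-cycle baseline. Cells cultured overnight before dye loading (30 min–1.5 h, RT).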
D2 antagonist: antagonizes the human D2 dopamine receptor; P14416; HEK293 TREx D2 cells, calcium flux, dopamine EC80; inhibition, % at 10 µM; 340,000 tested, 2% active; AID 485344; in the data active = inhibition above about 30%; also: 0% is about no effect
Target sequence (P14416 whole entry, looked up): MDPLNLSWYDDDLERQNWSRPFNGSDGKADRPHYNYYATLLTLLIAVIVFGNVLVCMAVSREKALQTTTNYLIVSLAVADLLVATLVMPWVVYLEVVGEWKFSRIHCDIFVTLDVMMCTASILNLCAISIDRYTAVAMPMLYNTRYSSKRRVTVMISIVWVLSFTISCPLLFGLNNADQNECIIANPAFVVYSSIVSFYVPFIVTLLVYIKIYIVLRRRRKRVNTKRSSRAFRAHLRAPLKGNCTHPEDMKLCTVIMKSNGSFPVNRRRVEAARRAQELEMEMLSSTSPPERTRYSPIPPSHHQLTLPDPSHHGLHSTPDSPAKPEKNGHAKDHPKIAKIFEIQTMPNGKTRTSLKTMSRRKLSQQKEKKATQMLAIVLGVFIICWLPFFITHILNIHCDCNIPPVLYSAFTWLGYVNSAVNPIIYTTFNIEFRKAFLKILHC
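Calcium mobilization kinetics were recorded at 1 s intervals in tetracycline-induced HEK293 T-REx D2 cells, first for 180 s after compound addition and then 180 s after EC80 dopamine.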
D1 antagonist: antagonists of human D1 dopamine receptor. HEK293 TREx D1 cells, calcium flux, dopamine EC80; hits give low values. activity change, negative = inhibition, % at 10 µM. 360,000 tested, 3.2% active. AID 504652; in the data active = activity change below about -30%; also: % is scaled to controls: 0 for no effect and ±100 for the full control effect
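Kinetic fluorescence of a calcium dye serves as the read-out. D1-expressing Hek293 Trex cells, induced overnight at 30 C, are exposed to compound for 180 s before an EC80 dopamine addition, then read 180 s further.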
RXFP1 antag: RXFP1 (human) relaxin receptor antagonism; activity change, negative = inhibition, % at 57.5 µM; HEK293-RXFP1, relaxin-stimulated cAMP HTRF, 30 min; hits give low values; Q9HBX9; 350,000 tested, 0.59% active;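 active = activity change of -60% or lower, but not beyond a set lower limit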; also: % is scaled to controls: 0 for no effect and ±100 for the full control effect
D1 ag: human D1 receptor agonism; P21728; activation, % at 2 µM; 360,000 tested, 1% active; HEK293 T-REx D1 cells, calcium flux, agonist mode; also: 0% is about no effect
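Agonism was scored from calcium flux recorded over 180 s (1 read/s) after pintool compound addition, following a 10-cycle baseline. Cells were inducible force-coupled HEK293 TREx D1, plated overnight at 30 C and loaded with no-wash calcium dye.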
D2 PAM: positive allosteric modulators of human D2 dopamine receptor. P14416. 340,000 tested, 0.34% active. potentiation, % at 10 µM. HEK293 T-REx D2, calcium flux, EC20 dopamine potentiation;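 active = potentiation over 3 SD above the plate norm, cut at about 30% in these data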; also: 0% is about no effect
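Potentiation of an EC20 dopamine calcium response measured kinetically over 180 s, after a preceding 180 s compound-only read flagging agonists. Cells: inducible Hek293 Trex D2 line, 4000/well, cultured overnight at 30 C before dye loading.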
D2 agonist: activates the human D2 dopamine receptor; P14416; HEK293 T-REx D2 cells, calcium flux agonist mode; activation, % at 2 µM; 340,000 tested, 0.53% active; AID 485358;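 active = activation over 3 SD above normal in the single-dose calcium agonist read, cut at about 30% in these data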; also: 0% is about no effect
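Agonism scored from kinetic calcium signal (1 read/sec, 180 s) following compound pin transfer, after a 10 s baseline. Cells: HEK293 Trex line expressing inducible D2 receptor coupled to calcium, dye-loaded after overnight culture at 30 C.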
An asterisk follows results filed as active; . = no result given; & = joins results of further samples. Rule as the data show it, unless noted: active = activation above about 30%; inactive = the rest.

Fields: TRHR enhancer, D1 potentiator, TRHR ag, D2 antagonist, D1 antagonist, RXFP1 antag, D1 ag, D2 PAM, D2 agonist
- Cc1ccc(-c2cc(C(F)(F)F)n3ncc(C(=O)N4CCCCC4c4cccnc4)c3n2)cc1 (centres undefined)
    13, -1, -0.8, -10, 14, 8, 1, 11, -1.2
- CC(=O)c1c(C)[nH]c(C(=O)CN2C(=O)NC(C)(C)C2=O)c1C
    -5, -4, 0.4, -10, -5, -10, 0, -1, 1.2
- CCN(CC)C(=O)CN(c1ccc(F)c(Cl)c1)S(C)(=O)=O
    -5, -4, 0.4, -15, -3, 1, 2, 9, -0.3
- CN(CCOc1ccccc1)C(=O)c1ccc(OC2CCN(C(=O)C3CC3)CC2)cc1
    2, 0, 0.5, 4, -9, 6, 8, 3, -0.6
- COc1ccccc1C/C(N)=N/O
    1, 0, 0.2, 1, 2, 10, 8, -7, -0.2
- CCc1ccc(-c2cc(C)no2)cc1S(=O)(=O)N1CCCN(Cc2ccc(F)cc2)C1
    -6, -4, 0.8, -15, -31*, -5, 7, -2, 0.2
- COC(=O)C1=C(C)N(Cc2ccco2)C(=O)N[C@H]1c1ccc(Br)cc1
    2, -2, 1.0, ., 28, ., -1, ., .
- N#CCc1ccc(C(=O)c2ccccc2)s1
    -1, 1, -0.2, 40*, 3, -2, 4, 16, -0.2
- CCCS(=O)(=O)N1CCC(C(=O)N2CCC(Cc3ccccc3)CC2)CC1
    27, -3, 0.7, -8, -3, -5, -1, 7, 0.6
- O=C(C[n+]1ccccc1)Nc1c(Cl)cc(Cl)cc1Cl
    39*, 5, -0.7, -12, 9, 10, 2, -9, -0.1

Fields: TRHR enhancer, D1 potentiator, TRHR ag, D2 antagonist, D1 antagonist, RXFP1 antag, D1 ag, D2 PAM, D2 agonist
- COc1cccc2[nH]c3c(N4CCN(Cc5ccc6c(c5)OCO6)CC4)ncnc3c12
    7, -4, -2.2, -18, -9, ., 3, 15, 0.3
- COc1cccc(CNS(=O)(=O)c2c(C)[nH]c(C)c2C(=O)N2CCCCC2)c1
    5, -5, 0.0, -9, 9, 18, 5, 6, -0.4
- O=C(Cn1c(=O)oc2ccccc21)c1ccccc1
    7, 4, -0.4, -16, -2, -5, 1, -13, -0.7
- O=C(NCCc1ccccc1)C(=O)NCC1OCCN1S(=O)(=O)c1ccc2c(c1)OCCO2 (centres undefined)
    -17, -4, -0.3, 3, 2, 6, 4, 3, 0.3
- Cc1ccc(-c2noc(CSc3nnc(Cc4ccccc4)n3-c3cccc(C)c3)n2)cc1
    -1&-3, 0&-4, 2.8&0.8, 19, -6&9, 13, 24&10, 0&-2, 0.8&0.4
- Cc1ccc(S(=O)(=O)N(CCC(=O)O)c2ccccc2)cc1
    2, -1, 0.1, 1, -6, -8, 0, 9, 0.6
- Cc1cc(C)cc(NC(=O)CC23CC4CC(C2)CC(n2nnc(C)n2)(C4)C3)c1
    -2, 9, -0.4, 0, 12, -11, 2, 9, -1.3
- N#CCCN(Cc1cccs1)C(=O)Nc1ccc(F)cc1
    0, 2, 0.3, 3, 9, -1, 2, -7, -0.1
- C1=C(N2CCOCC2)/C(=C/c2nc3ccccc3[nH]2)CC1
    4, -2, -0.5, 8, 22, 6, 8, 11, 0.6
- Cc1ccc(S(=O)(=O)N2CCN(C(=O)c3ccccc3-c3nc4ccccc4s3)CC2)c(C)c1
    -1, 13, 0.8, -4, 12, -8, 4, 15, 0.0

Single records (already shown).
C1=C(N2CCOCC2)/C(=C/c2nc3ccccc3[nH]2)CC1 reads TRHR enhancer: 4; D1 potentiator: -2; TRHR ag: -0.5; D2 antagonist: 8; D1 antagonist: 22; RXFP1 antag: 6; D1 ag: 8; D2 PAM: 11; D2 agonist: 0.6
COc1cccc2[nH]c3c(N4CCN(Cc5ccc6c(c5)OCO6)CC4)ncnc3c12 reads TRHR enhancer: 7; D1 potentiator: -4; TRHR ag: -2.2; D2 antagonist: -18; D1 antagonist: -9; RXFP1 antag: .; D1 ag: 3; D2 PAM: 15; D2 agonist: 0.3

Other records:
Fields: TRHR enhancer, D1 potentiator, TRHR ag, D2 antagonist, D1 antagonist, RXFP1 antag, D1 ag, D2 PAM, D2 agonist
- Cc1ccc(CNC(=O)CSc2c3c(nc4cc(Cl)ccc24)CCCC3)cc1
    7, 2, -1.2, ., -12, -4, 4, 9, -0.7
- CCC1CCC(c2nnc(-c3ccc([N+](=O)[O-])cc3)o2)CC1 (centres undefined)
    0, -9, -0.5, -6, 1, -1, 3, -8, -0.8
- Cc1ccccc1Nc1cc(C(=O)NCCCN2CCN(c3cccc(Cl)c3)CC2)c2ccccc2n1
    2, -3, -0.1, ., -17, 0, -1, 2, -0.7
- O=C(N/N=C/c1ccoc1)c1ccccc1Br
    8, -3, 0.7, -10, 2, 2, 4, 15, 0.4
- Cc1ccc(-n2c(=O)c3oc4ccccc4c3n(CC(=O)Nc3ccc(F)c(Cl)c3)c2=O)cc1C
    3, -3, 1.1, ., 2, -13, 2, 2, 0.7
- COc1cc(Cl)c(NS(=O)(=O)c2ccc3[nH]c(=O)ccc3c2)c(OC)c1
    -3, -4, 0.6, ., 10, ., 1, ., 1.6
- COc1ccc(NC(=O)CSC2=Nc3ccccc3C3=NC(CCC(=O)NCc4ccc(F)cc4)C(=O)N23)cc1Cl (centres undefined)
    -8, -1, -0.2, ., -12, -3, 2, -14, -1.6
- CC12CCC(=O)N1C(C(=O)NCc1ccccc1F)CS2 (centres undefined)
    2, -3, -0.5, -7, -2, -8, 1, -1, 0.4
- Cc1nc(C)c(C(=O)Nc2cccc(Cl)c2)o1
    -2, 2, -0.3, -3, -16, -3, 1, -6, -0.6
- O=c1cnc2cc([N+](=O)[O-])ccc2[nH]1
    4, 5, -0.6, -1, -6, -2, 2, -10, -0.7

Fields: TRHR enhancer, D1 potentiator, TRHR ag, D2 antagonist, D1 antagonist, RXFP1 antag, D1 ag, D2 PAM, D2 agonist
- CCc1ccc(NC(=O)c2cc(C)no2)cc1
    -6, -5, 0.0, -9, -23, -13, 2, -25, -1.0
- Cc1cccc(NC(=O)NNC(=O)c2cc3occc3[nH]2)c1C
    -1, -1, 0.0, 0, 8, -3, 2, 16, 1.8
- COC(=O)c1ccc(/C=C/c2c(-c3ccsc3)sc3ccccc23)cc1
    -4, -7, 0.4, 23, -5, ., 3, -1, 0.7
- COc1ccc(C)c2sc(NC(=O)C3=COCCO3)nc12
    7, -5, 0.4, -5, -2, ., -1, 2, 0.5
- CC(Oc1ccc2c(-c3ccccc3)cc(=O)oc2c1)C(=O)O (centres undefined)
    0, 4, 0.3, -2, 4, 33, 2, -5, -0.2
- CCOc1ccc(N(CC(=O)NCCc2ccc(OC)cc2)S(C)(=O)=O)cc1
    -3, -2, -0.3, 2, 7, -1, 0, -11, -0.4
- Cn1ncc(C#N)c1NC(=O)C1CC(c2ccccc2Cl)=NO1 (centres undefined)
    3, 2, 0.6, 12, -7, -2, 2, -5, -0.7
- CC(C)(C)c1ccc(CN(Cc2ccccc2)C(c2ccccn2)c2nnnn2C(C)(C)C)cc1 (centres undefined)
    -1, -5, 0.4, 0, -6, 0, 2, 3, -1.0
- CC(C)(C)OC(=O)N1CCC(C(=O)N[C@H](Cc2ccccc2)C(=O)O)CC1
    -1, 4, 0.8, ., 5, 8, -3, ., .
- O=C(NNc1cccc(Cl)n1)Nc1cccc(C(F)(F)F)c1
    3, 8, -0.1, 1, 0, -6, 2, -3, -0.1

Fields: TRHR enhancer, D1 potentiator, TRHR ag, D2 antagonist, D1 antagonist, RXFP1 antag, D1 ag, D2 PAM, D2 agonist
- COc1ccccc1NC(=O)C1=C(C)Nc2nc(SCc3ccccc3)nn2C1c1cccc(O)c1 (centres undefined)
    1, 0, 0.4, ., -5, ., 2, 1, .
- CC(=O)Nc1ccc(NS(=O)(=O)c2cn(C)c(=O)n(C)c2=O)cc1
    -5, -11, 0.2, 4, -4, 12, 2, -7, 0.8
- Cc1ccc2c(COC(=O)CNC(=O)c3ccccc3)cc(=O)oc2c1
    0, -5, -0.2, -6, -50*, 0, 4, 4, 0.5
- COc1cc2ccccc2cc1C(=O)Nc1ccc(C)cn1
    -11, -6, 0.0, ., 15, 2, 5, 0, .
- COc1ccc(Cc2nnc(NC(=O)Nc3ccc(F)cc3)s2)cc1
    3, 5, 0.6, -2, -8, -6, 1, 1, 3.2
- O=C(N=Nc1c(O)[nH]c2ccc(F)cc12)C1COc2ccccc2O1 (centres undefined)
    -3, -3, -0.5, 0, -2, 14, 1, 3, 2.5
- Cc1[nH]n(-c2ccccc2)c(=O)c1CCOC(=O)c1ccc(C(F)(F)F)cc1
    0, -3, 0.0, -2, -9, 2, 7, 17, 0.3
- Cn1c(=O)n(C)c2cc([N+](=O)[O-])c(N3CCN(S(=O)(=O)c4ccccc4)CC3)cc21
    1, -2, 0.6, 13, -14, 0, 3, -3, 1.1
- COC(=O)c1cccc(NC(=O)Cn2cnc3c2c(=O)n(C)c(=O)n3C)c1
    -3, -4, 0.0, 4, -3, 16, 3, 13, 0.3
- CCOC(=O)c1c(C)n(C)c2cc(Br)c(OC)cc12
    -6, -1, -0.2, 7, -29, -12, 2, 1, -0.6

Fields: TRHR enhancer, D1 potentiator, TRHR ag, D2 antagonist, D1 antagonist, RXFP1 antag, D1 ag, D2 PAM, D2 agonist
- COc1ccc(N2C(=O)CCC(C(=O)N3CCCCCC3)C2c2ccc(OC)c(OC)c2)cc1 (centres undefined)
    2, -7, -0.1, 1, -5, 5, 4, 0, -0.4
- O=C(O)c1ccccc1C(=O)OCCCc1ccncc1
    3, 0, -0.1, -9, 2, ., 0, -15, 1.0
- CCN(CC)CCN1C2=C(C(=O)CC(C)(C)C2)C(c2cccc(F)c2)C2=C1CC(C)(C)CC2=O
    1, 10, -0.5, -11, 4, 11, 0, 0, 0.4
- Cc1ccc(-c2nc3ccccn3c2Nc2ccc3c(c2)OCCO3)s1
    -1, 4, -0.5, ., 9, -10, 2, ., -0.9
- COCc1[nH]nc2c1C(c1ccccc1F)C(C#N)=C(N)O2 (centres undefined)
    -2, -1, 0.0, 9, -4, 8, 3, 5, -0.3
- CN(C)c1cccc2c1c(NC(=O)c1ccc(F)cc1)nn2C
    4, 4, -0.1, 2, 4, 3, 1, 10, -1.1
- COc1ccc2cc(C3(C)NC(=O)N(CC(=O)NCCC4=CCCCC4)C3=O)ccc2c1 (centres undefined)
    -4, -2, -1.0, -9, 3, -16, -1, -7, 1.2
